Imprint erasure: genomic imprint erasure induction | mouse ES Peg3-LacZ reporter, beta-gal luminescence, 40 h | Potency, µM (top dose mostly 60.7 µM), for the others: top-dose activity change, positive = activation, hits mostly activators | AID 1948 | 0.02% of 110,000 active;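 note: 0% = negative control wells on the plate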
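Imprint erasure is scored as LacZ activity from the silenced maternal Peg3 allele in feeder-free female ES cells cultured 40 h with LIF. Luminescence is normalized to in-plate negative controls and fitted to the Hill equation.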
IkB signaling: IkB pathway inhibition in ABC-DLBCL cells. Potency, µM (doses to about 57.1 µM), for the others: at the highest dose IkBa stabilization activation. 0.04% of 110,000 active. ABC-DLBCL IkBa-CBG/CBR dual luciferase ratio, 4 h; response scale: scaled: untreated 0%, proteasome inhibitor 100%; active = well fitted curve in the direction sought with a large enough effect in the signal ratio, not every such curve was filed as active; inconclusive = small, poorly fitted or top-dose-only effect, or a change in a side signal; the % refers to the signal ratio;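 note: the direction sought is a rising ratio; 0% = basal untreated cells and 100% = reference inhibitor full response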
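In this assay, an IκBα–CBG68 fusion accumulates when IKK-driven degradation is blocked; native CBR normalizes for cell number. OCI-Ly3 cells were treated 4 h with compound and doxycycline, then green and red light read after Chroma-Glo addition.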
p53ts 39C kill: kills p53ts cells at the nonpermissive temperature; AID 902; H1299-p53A138V viability at 39C, ATP luminescence, 24 h; Potency, µM (highest dose often 46.1 µM), for the others: top-dose activity change, negative = cell killing, actives largely listed as cytotoxic; 1.5% of 130,000 active; note: nearly all actives have a fitted effect of over 55% in size
p53ts 32C kill: kills p53ts cells at the permissive temperature; H1299-p53A138V at 32C, ATP luminescence viability, 24 h; Potency, µM (series often up to 46.1 µM), inactives show at the top dose activity change, negative = cytotoxicity, hits mostly cytotoxic; 0.93% of 130,000 active; AID 924;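 note: 0% = DMSO and -100% = full killing by reference compound; nearly all actives have a fitted effect of over 55% in size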
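H1299-p53 A138V cells (temperature-sensitive p53) exposed 24 h to up to 46 uM compound at 32C, where p53 is wild-type in conformation. Viability read as ATP luminescence and normalised to DMSO and 100 uM tamoxifen. AC50 fitted with the Hill equation.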
Active calls of the source: *; ? = inconclusive; . = not tested or not shown; & = joins results of further samples; [ ] = dose if it differs, or a comment. Unless noted, calls come from the whole dose curve; as a rule, active = well fitted curve in the direction sought with a large enough effect; inconclusive = small, poorly fitted or top-dose-only effect, or another doubt; inactive = no such curve, though single readings can be large; an effect the other way counts as inactive or inconclusive. Unless noted, % is set by controls: 0 for no effect and ±100 for the full control effect; potency is the fitted concentration of half-maximal effect. An excerpt; rates above refer to the full screens.

#	Compound	Imprint erasure	p53ts 32C kill
1	CCOc1ccc2nc(NC(=O)c3cccn(Cc4ccccc4C)c3=O)sc2c1	-7.5%[10.9 µM]	-3.1%
2	Cc1nc2ccccc2c(=O)n1-c1cccnc1	-4.4%	-0.6%
3	CCCC1=Nc2cc(C(=O)NCCCN(CC)CC)ccc2Sc2ccccc21	-9.7%[10.9 µM]	-1.9%
4	COc1ccc2[nH]c3c(c2c1)CCN=C3C	-9.1%[16.8 µM]	-6.6%[20.6 µM]
5	Nc1ccccc1C(=O)OCCc1ccccc1	-26.4%	-11.1%[1.84 µM]
6	COC(=O)CCCNC(=O)CN1CC(c2ccccc2)CC1=O (stereo not drawn)	1.3%	2.9%
7	CCN1CCN(c2nc3c(c(=O)[nH]2)CCCC3)CC1	-0.4%	-6.0%
8	O=C(Oc1ccccc1)N1CCC[C@@]2(CCN(C(c3ccccc3)c3ccccc3)C2)C1	.	9.3%

#	p53ts 39C kill	IkB signaling
1	-19.2%	0.3%
2	3.3%	-1.6%
3	?	?
4	2.0%[20.6 µM]	-1.8%[25.6 µM]
5	?	?
6	3.4%	1.7%
7	8.8%	-0.8%
8	1.9%	0.7%[11.4 µM]

Continued.
#	Compound	Imprint erasure	p53ts 32C kill
9	COC(=O)N1CCC2(CCCN(C)C2)CC1	.	-15.1%
10	Cc1cccn2c(NCC3CCCO3)c(C(C)C)nc12 (stereo not drawn)	-11.9%	-6.4%
11	CCC/C(=N\O)c1c[nH]c2ccccc12	-5.4%	20.0%
12	c1csc(CN2CCCC3(CCNCC3)C2)n1	.	-2.3%
13	O[C@H]1CCCC[C@H]1N1CCC(c2ccccc2)CC1	?	-8.7%
14	Cc1cccc(CN2CC=C(c3noc(CCC(=O)Nc4ccc(C)c(F)c4)n3)CC2)c1	5.9%[10.9 µM]	-2.2%
15	Nc1nc(=S)c2ncn([C@H]3O[C@@H](CO)[C@@H](O)[C@@H]3O)c2[nH]1	-33.6%[inhibitor][16.8 µM]	?
16	c1ccc(N2CCCC3(CCNCC3)C2)cc1	.	-7.3%

#	p53ts 39C kill	IkB signaling
9	10.2%	-1.8%[11.4 µM]
10	-0.1%	-0.5%
11	0.8%	4.6%
12	10.6%	-2.1%[11.4 µM]
13	-12.8%	0.1%
14	-12.8%	?
15	?	7.3%[25.6 µM]
16	-19.8%	0.5%[11.4 µM]

(cont.)
#	Compound	Imprint erasure	p53ts 32C kill
17	Cc1cc(C(C)(C)C)cc(C)c1CC1=NCCN1	-18.8%	12.7%
18	Cc1ccc(CS(=O)(=O)Cc2ccc(C(=O)N3CCC4(CC3)OCCO4)o2)cc1	-9.6%	17.9%
19	O/N=C/c1c[nH]c2ccccc12	-8.8%	9.4%
20	CCCC1C(C#N)=C(N)Oc2c1c(=O)oc1ccccc21 (stereo not drawn)	.	-8.0%
21	O=C1CC(=O)N(c2ccc(Cl)cc2Cl)C(=O)N1	-11.0%	0.0%
22	CCOC(=O)C(NC(C)=O)C(OC(C)=O)c1cccc(N(CCCl)CCCl)c1 (stereo not drawn)	.	7.4%
23	Cc1cccnc1NC1=NCC(C)S1 (stereo not drawn)	-4.5%	11.2%
24	CCC(=NCc1cccnc1)c1c(O)n(Cc2ccccc2)c(=O)[nH]c1=O	-6.2%	-10.8%

#	p53ts 39C kill	IkB signaling
17	?	-1.2%[25.6 µM]
18	-8.8%	0.9%
19	11.0%	-0.6%
20	11.6%	.
21	16.0%	1.6%
22	10.0%	.
23	18.8%	-2.9%
24	-4.1%	-1.6%

Additional entries:
#	Compound	Imprint erasure	p53ts 32C kill
25	CC[C@@]1(O)C(=O)OCc2c1cc1n(c2=O)Cc2cc3c(NC(=O)CN)cccc3nc2-1	-3.0%[10.9 µM]	-20.7%[9.22 µM]
26	CC(=O)Nc1ccc2c(c1)CC1(C(=O)N(C)C(=O)N(C)C1=O)C1CCCN21 (stereo not drawn)	-21.4%	6.2%
27	CC(COc1ccccc1)N(CCCl)Cc1ccccc1 (stereo not drawn)	-70.7%&-14.6%[inhibitor]	-8.5%
28	O=C(c1c[nH]cc1-c1ccccc1)c1cccc2ccccc12	.	0.5%
29	Nc1c(C(=O)Nc2ccc(Cl)cc2)sc2nc3c(cc12)N1CCC3CC1	9.1%[10.9 µM]	-14.7%
30	Clc1cccc(CN2CCCCC2c2cccnc2)c1 (stereo not drawn)	-19.1%	-8.0%
31	COC(=O)C(C)Oc1cc(C)cc2oc(=O)c3c(c12)CCC3 (stereo not drawn)	-5.1%	4.2%
32	CNCCc1cnc[nH]1	-0.5%	6.0%

#	p53ts 39C kill	IkB signaling
25	-16.0%[9.22 µM]	?
26	7.6%	7.7%
27	1.0%&15.6%	?
28	10.0%	.
29	-12.3%	?
30	0.8%	2.4%
31	-4.4%	1.8%
32	-7.5%	0.1%

The listing continues.
#	Compound	Imprint erasure	p53ts 32C kill
33	O=C(Nc1sc2c(c1C(=O)Nc1ccc(Cl)cc1)CCCC2)c1cccs1	-6.8%[10.9 µM]	-8.1%
34	CC1OC(NCCc2ccccc2)C(O)C(O)C1O (stereo not drawn)	-10.2%	-4.2%
35	O=C(Cc1ccccc1)N1CCN(CC2CC=CCC2)CC1 (stereo not drawn)	-9.1%	4.6%
36	O=C(OC1CCN(CCCl)CC1)C(c1ccccc1)c1ccccc1	-70.2%[inhibitor]	23.8%
37	CCNCC1(c2ccc(OC)c(OC)c2)CCCC1	-8.0%	-0.3%
38	O=C1C2CCCN2C(c2cccnc2)N1c1ccc(Cl)c(Cl)c1 (stereo not drawn)	-18.7%	-8.6%
39	NC(=O)CI	-33.7%[inhibitor]	6.31µM*
40	CC(=NCC1CCCO1)c1c(O)n(Cc2ccccc2)c(=O)[nH]c1=O (stereo not drawn)	-3.0%	5.9%

#	p53ts 39C kill	IkB signaling
33	?	?
34	?	0.3%
35	4.8%	0.6%
36	?	5.7%
37	5.0%	-0.4%
38	-13.6%	1.8%
39	5.01µM*	2.3%
40	15.7%	-0.6%

(more compounds)
#	Compound	Imprint erasure	p53ts 32C kill
41	CC12CN3CCN(CC(C3)C1O)C2 (stereo not drawn)	0.1%	4.1%
42	CCOP(=O)(OCC)OCC	-5.4%	11.1%[1.84 µM]
43	COCCCNC(=O)c1c(NC(=O)c2ccco2)n(Cc2ccccc2)c2nc3ccccc3nc12	-30.8%[inhibitor]	-11.9%
44	O=[N+]([O-])c1ccccc1-c1ccccc1	-3.4%	13.0%[1.84 µM]
45	CN1CCC(O)(c2ccccc2)C2CCCC21 (stereo not drawn)	-5.3%	4.0%
46	CCn1cnc2c(Nc3cccc(Cl)c3)nc(N[C@@H]3CCCC[C@H]3N)nc21	.	10µM*
47	Cc1ccc(OCC(=O)Nc2ccc(Cl)cc2C(=O)c2ccccc2)cc1	-11.8%[10.9 µM]	15.2%
48	COc1cccc(-n2c(/C=C/c3cccc(C)c3)nc3ccccc3c2=O)c1	-11.6%[10.9 µM]	12.5%

#	p53ts 39C kill	IkB signaling
41	4.6%	-2.4%
42	-4.3%	-0.2%
43	?	?
44	13.0%	2.6%
45	4.0%	1.2%
46	12.6µM*	?
47	-9.3%	1.6%
48	1.4%	10.3%

Carrying on.
#	Compound	Imprint erasure	p53ts 32C kill
49	Cc1c(S(=O)(=O)Nc2cccc(Cl)c2)c(=O)n(C)c(=O)n1C	-6.9%	1.9%
50	O=[N+]([O-])c1c(Cl)c(Cl)cc(Cl)c1Cl	0.0%	-3.7%[1.84 µM]
51	COc1ccc(C(C)=O)cc1CC(C(=O)c1ccc(C)cc1)N(C)C (stereo not drawn)	.	-10.4%
52	CCCCN1C(=O)NC(=O)C2(Cc3c(nc4c(C)cccn4c3=O)N3CCc4ccccc4C32)C1=O (stereo not drawn)	-4.0%	1.6%
53	CCOC(=O)CN1C(=O)C2(C(C#N)=C(N)Oc3ccccc32)C(C(=O)OC)=C1C (stereo not drawn)	0.2%	2.4%
54	CC(=O)C1CCC2C3CCC4CC(O)CCC4(C)C3CC(O)C12C (stereo not drawn)	-4.6%	-3.9%
55	N#C/C(=C\c1ccc(O)c(O)c1)C(N)=S	-37.5%[inhibitor]	-19.6%&-13.0%
56	CC[N+](C)(CC)CCCOC(=O)C(O)(c1ccccc1)C1CCCCC1 (stereo not drawn)	.	-8.5%

#	p53ts 39C kill	IkB signaling
49	35.3%[activator]	-1.3%
50	1.4%	3.7%
51	-7.5%	.
52	1.8%	1.6%
53	8.6%	-0.1%
54	0.5%	.
55	?	?
56	4.5%	.

Additional entries follow.
#	Compound	Imprint erasure	p53ts 32C kill
57	CC(=O)OC1C(=O)[C@]2(C)C(O)CC3OC[C@]3(OC(C)=O)C2[C@@H](OC(=O)c2ccccc2)[C@]2(O)CC(O)C(C)=C1C2(C)C (stereo partly drawn)	-26.4%	-9.5%
58	C[C@H]1C[C@@H](C)C(=O)[C@@H]([C@H](O)CC2CC(=O)NC(=O)C2)C1	-37.2%[inhibitor][16.8 µM]	18.0%[20.6 µM]
59	O=C1NC(=O)C2(Cc3ccccc3N3CCCC32)C(=O)N1c1ccc(Cl)cc1 (stereo not drawn)	-10.1%	5.8%
60	O=C(O)[C@H]1C2c3ccccc3C(c3ccccc32)[C@@H]1C(=O)NCC1CC1	7.7%[10.9 µM]	7.9%[9.22 µM]
61	Nn1cnnc1	0.7%	-2.5%[1.84 µM]
62	c1cncc(C2CC(c3cccs3)n3ncnc3N2)c1 (stereo not drawn)	-4.1%	5.5%
63	CN(C)C1(c2nnnn2-c2ccc(Cl)cc2)CCCCC1	-18.9%	4.1%

#	p53ts 39C kill	IkB signaling
57	9.6%	.
58	-1.6%[20.6 µM]	?
59	2.4%	6.5%
60	1.8%[9.22 µM]	1.6%[11.4 µM]
61	-9.1%	-0.4%
62	-1.2%	-1.4%
63	6.6%	5.4%

Of the compounds above, these have four or more nitrogen atoms.
#	Compound	Imprint erasure	p53ts 32C kill
7	CCN1CCN(c2nc3c(c(=O)[nH]2)CCCC3)CC1	-0.4%	-6.0%
14	Cc1cccc(CN2CC=C(c3noc(CCC(=O)Nc4ccc(C)c(F)c4)n3)CC2)c1	5.9%[10.9 µM]	-2.2%
15	Nc1nc(=S)c2ncn([C@H]3O[C@@H](CO)[C@@H](O)[C@@H]3O)c2[nH]1	-33.6%[inhibitor][16.8 µM]	?
24	CCC(=NCc1cccnc1)c1c(O)n(Cc2ccccc2)c(=O)[nH]c1=O	-6.2%	-10.8%
25	CC[C@@]1(O)C(=O)OCc2c1cc1n(c2=O)Cc2cc3c(NC(=O)CN)cccc3nc2-1	-3.0%[10.9 µM]	-20.7%[9.22 µM]
26	CC(=O)Nc1ccc2c(c1)CC1(C(=O)N(C)C(=O)N(C)C1=O)C1CCCN21 (stereo not drawn)	-21.4%	6.2%
29	Nc1c(C(=O)Nc2ccc(Cl)cc2)sc2nc3c(cc12)N1CCC3CC1	9.1%[10.9 µM]	-14.7%
43	COCCCNC(=O)c1c(NC(=O)c2ccco2)n(Cc2ccccc2)c2nc3ccccc3nc12	-30.8%[inhibitor]	-11.9%
46	CCn1cnc2c(Nc3cccc(Cl)c3)nc(N[C@@H]3CCCC[C@H]3N)nc21	.	10µM*
52	CCCCN1C(=O)NC(=O)C2(Cc3c(nc4c(C)cccn4c3=O)N3CCc4ccccc4C32)C1=O (stereo not drawn)	-4.0%	1.6%

#	p53ts 39C kill	IkB signaling
7	8.8%	-0.8%
14	-12.8%	?
15	?	7.3%[25.6 µM]
24	-4.1%	-1.6%
25	-16.0%[9.22 µM]	?
26	7.6%	7.7%
29	-12.3%	?
43	?	?
46	12.6µM*	?
52	1.8%	1.6%

#	Compound	Imprint erasure	p53ts 32C kill
61	Nn1cnnc1	0.7%	-2.5%[1.84 µM]
62	c1cncc(C2CC(c3cccs3)n3ncnc3N2)c1 (stereo not drawn)	-4.1%	5.5%
63	CN(C)C1(c2nnnn2-c2ccc(Cl)cc2)CCCCC1	-18.9%	4.1%

#	p53ts 39C kill	IkB signaling
61	-9.1%	-0.4%
62	-1.2%	-1.4%
63	6.6%	5.4%
